# Bioassay records (PubChem BioAssay)
# hiPSC survival: enhancers of single-cell hiPSC survival, primary screen, ATPlite luminescence. 100% = ROCK inhibitor wells, 0% = DMSO. survival enhancement, % at 20 µM. 360,000 tested, 0.044% active. AID 602274, 2012; in the data active means survival enhancement above about 18%;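 further: cells exposed to compounds for 16 hours before the ATP read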
# CaV13 FRET inh: Disruptors of the CACNA1D IQ motif to Ca2+-dependent inactivation inhibitor domain association, primary screening, Förster resonance energy transfer in intact living …. HEK cells, CFP/YFP FRET ICDI-IQ, plate reader, 10 min; percent FRET-ratio fall versus neutral wells. inhibition, % at 12.3 µM. 340,000 tested, 0.098% active. AID 743397;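 active means mean replicate inhibition of at least 30% and at least 1% of replicates passing that level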;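 further: 0% = median of the neutral control wells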
# ABCB6 inh 2: ABCB6 transporter inhibitors, primary screen, K562-ABCB6 cells, flow cytometry, MLPCN library; K562-ABCB6 porphyrin accumulation, 1 h; hits give low values; ATP-binding cassette sub-family B member 6 (Homo sapiens), Q9NP58; 360,000 tested, 0.19% active; AID 602162, 2011; fluorescence ratio to DMSO, % at 10 µM;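 active means fluorescence ratio to DMSO below 75%, the collection mean minus 3 SD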;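 further: signal is porphyrin accumulated inside mitochondria; 100% equals median channel fluorescence of DMSO control wells; lower ratio means ABCB6 inhibition with less porphyrin fluorescence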
# Cardio protect: cardioprotection against H2O2-induced cell death, primary screen, uHTS, H9c2 cells, ATPLite luminescence. H9c2 cardiomyocytes, H2O2 injury protection, 2 h. protection from H2O2 cell death, % at 20 µM. 360,000 tested, 0.63% active;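 active means compounds giving at least 50% protection of heart cells from peroxide-induced death in the single-dose screen, raw or plate-pattern-corrected value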;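 further: 0% = DMSO wells with peroxide and 100% = DMSO wells without peroxide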
# Exocytosis inh: LAMP-1 surface exposure blockers, TALL-104 cells – cell-based, flow cytometry, MLPCN library, primary screen; TALL-104 LAMP-1 surface exposure; cells stimulated with thapsigargin and PMA; inhibition, % at 10 µM; 360,000 tested, 0.66% active; AID 651702, 2012;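 active means inhibition above about 55%, limit read from the data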
# PDI turbidity: inhibitors of human PDI, primary screen, biochemical, turbidity, single point, plate reader; Protein disulfide-isomerase (Homo sapiens), P07237; PDI insulin aggregation turbidity, A650, 90 min; inhibition, % at 10 µM; 350,000 tested, 0.052% active; AID 588391, 2011;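 active means mean inhibition across replicates of 30% or more, whatever share of single replicates reach that level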;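 further: absorbance from insulin aggregation driven by PDI reduction with DTT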
# Target sequence (P07237 whole entry, looked up): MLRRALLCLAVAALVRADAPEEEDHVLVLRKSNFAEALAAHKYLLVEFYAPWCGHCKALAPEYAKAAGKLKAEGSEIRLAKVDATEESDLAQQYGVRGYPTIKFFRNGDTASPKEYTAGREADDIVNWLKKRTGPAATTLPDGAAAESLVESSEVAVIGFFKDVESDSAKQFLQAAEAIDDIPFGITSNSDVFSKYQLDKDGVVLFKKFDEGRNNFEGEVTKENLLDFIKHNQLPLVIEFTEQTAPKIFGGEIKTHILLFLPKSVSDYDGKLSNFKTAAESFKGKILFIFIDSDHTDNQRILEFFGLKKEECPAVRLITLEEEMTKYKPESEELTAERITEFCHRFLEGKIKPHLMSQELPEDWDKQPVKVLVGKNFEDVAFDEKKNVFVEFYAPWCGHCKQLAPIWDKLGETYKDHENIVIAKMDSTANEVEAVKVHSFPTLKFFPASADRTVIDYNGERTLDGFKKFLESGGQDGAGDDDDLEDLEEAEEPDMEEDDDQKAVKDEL
# aDG glyco act: activators of alpha-DG glycosylation, primary screen, uHTS, Pro5-aDG cells, AlphaScreen; activation, % at 10 µM; 360,000 tested, 0.22% active; alpha-DG glycosylation AlphaScreen (IIH6); 0% Pro5, 100% B10-LARGE cell signal; AID 624168, 2012;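 active means activation of at least 8% versus controls, or a plate z-score of at least 8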;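 further: Pro5 are CHO cells carrying HIG-tagged alpha-DG that lacks glycosylation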
# Glyco luc inh: increase of ERlucT glycosylation luciferase signal, primary screen, N-linked glycosylation inhibitor project, D54 ERlucT cells, luminescence, set 2 | D54 ERlucT glycosylation luciferase reporter, 24 h; percent of 100 nM tunicamycin response | reporter increase, % at 12.5 µM | AID 588692, 2011 | 360,000 tested, 0.23% active;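 active means mean luciferase reporter signal, scaled so untreated is 0 and the glycosylation-blocking control 100, at or above a set limit in every replicate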;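 further: luciferase carries N-glycosylation sites so blocking glycosylation raises the light; 0% = median of neutral control wells and 100% = median of 100 nM tunicamycin wells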
# Vif inh: HIV Vif self-association inhibitors, primary screen, imaging, HEK293T, single point; 340,000 tested, 0.35% active; inhibition, % at 7.49 µM; AID 602346, 2012; HEK293T cells, Vif self-association by quenched fluorescence, 24 h; in the data active means inhibition above about 50%, passing the limit was not always enough; further: some results filed as inactive read as strong as hits
# m5-HT2A agonist: mouse Htr2a agonists via beta-arrestin recruitment, primary screen, cell-based, luminescence. 360,000 tested, 0.66% active. 5-hydroxytryptamine receptor 2A (Mus musculus), P35363. CHO-K1 mHTR2A beta-arrestin complementation; percent of 30 µM serotonin response. activation, % at 7.6 µM. AID 624169, 2012;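 active means activation above a run cutoff, the mean activation of all tested compounds plus 3 SD, cut at about 14% in these data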;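 further: 0% = plate median of compound wells and 100% = 30 µM serotonin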
# Target sequence (P35363 whole entry, looked up): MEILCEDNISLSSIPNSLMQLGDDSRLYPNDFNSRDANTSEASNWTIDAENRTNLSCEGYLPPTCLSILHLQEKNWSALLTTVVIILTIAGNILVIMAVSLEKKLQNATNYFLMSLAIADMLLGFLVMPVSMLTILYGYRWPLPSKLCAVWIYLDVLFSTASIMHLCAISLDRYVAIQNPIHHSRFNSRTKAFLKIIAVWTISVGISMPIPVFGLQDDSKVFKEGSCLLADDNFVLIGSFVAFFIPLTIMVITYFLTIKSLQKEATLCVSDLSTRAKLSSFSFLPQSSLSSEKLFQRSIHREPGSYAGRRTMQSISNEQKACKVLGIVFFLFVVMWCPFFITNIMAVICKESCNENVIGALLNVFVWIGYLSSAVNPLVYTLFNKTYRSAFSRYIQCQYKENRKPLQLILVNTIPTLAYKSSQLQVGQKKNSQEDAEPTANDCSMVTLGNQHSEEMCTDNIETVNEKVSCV
# * = called active by the depositor; · = not tested or not shown.
SMILES,hiPSC survival,CaV13 FRET inh,ABCB6 inh 2,Cardio protect,Exocytosis inh,PDI turbidity,aDG glyco act,Glyco luc inh,Vif inh,m5-HT2A agonist
O=C(CN1C(=O)C(=O)N(C2CCCC2)C1=O)NCCc1ccc(Cl)cc1Cl,-0.6,-6,95,5,10,-3,-0.1,0,0,-6
CC(=O)/C(=C\Nc1ccc(OCc2ccccc2)cc1)c1ccccc1,1.0,·,97,-8,0,-7,-0.1,-1,6,-2
COc1ccc(-c2sc3ccc(N4CCOCC4)cc3c2C#CC2(O)CCCCC2)cc1,0.5,-6,104,5,-4,1,1.6,-6,-1,-6
Cc1ccc(C)c(NC(=O)CSc2nnc(-c3n[nH]c4ccccc34)o2)c1,-1.6,-7,97,3,-2,-5,-0.2,3,-4,1
CCn1cnc2sc(C(=O)Nc3ccccc3OC)c(C)c2c1=O,-0.7,0,95,10,1,-2,0.0,-1,8,5
CCCC(=O)NC1=C(C#N)C2(CCCCC2)Cc2ccccc21,4.4,-1,105,4,2,4,0.0,-1,10,-3
Cn1c(SCc2cccnc2)nnc1-c1c[nH]c2ccccc12,-2.2,-5,94,5,0,·,0.9,-1,10,-1
S=C(Nc1ccccn1)NC1CCCC1,1.7,-4,102,-4,16,-8,-0.1,2,-2,7
CS(=O)(=O)Nc1cccc(C2=NN(C(=O)c3ccc(F)cc3)C(c3cccs3)C2)c1 (stereo not given),-0.3,-3,94,13,-2,1,-0.1,2,-10,-2
CC(=O)Nc1ccc(S(=O)(=O)NC2(C(F)(F)F)NC(=O)N(C3CCCC3)C2=O)cc1 (stereo not given),-2.2,·,98,6,1,7,0.1,-1,-19,2
COc1cc(C(O)P(=O)(OCCC(C)C)c2ccc(N(C)C)cc2)cc(OC)c1OC (stereo not given),-0.3,-4,97,-3,-5,3,-0.1,0,-23,2
COc1ccccc1OCCNC(=O)C(c1ccccc1)c1ccccc1,0.9,1,99,7,-13,-14,0.1,-4,3,1
CN(C(=O)CSc1nc(-c2ccccc2)cn1N)C(c1ccccc1)c1ccccc1,8.2,-5,101,-2,12,1,0.2,-5,-9,-1
COc1ccc(/C=C/C(=O)c2cc(F)ccc2OC(=O)c2ccccc2)cc1OC,-5.9,-6,81,0,9,-25,-0.4,6,·,-5
O=c1oc(CCO)cc2ccc(-c3ccc4[nH]ccc4c3)cc12,-2.3,-4,102,-6,11,-2,0.2,-4,0,-5
Cc1ccc(NC(=O)CNc2cccc(S(=O)(=O)N3CCCCC3)c2)cc1F,-0.3,-6,99,-11,7,-6,0.6,-2,-19,6
CCOC(=O)CNC(=S)N(Cc1ccccc1F)C1CCCCC1,-0.2,-18,96,-3,-2,12,-0.1,-3,-5,6
COC(=O)/C(=C\Nc1ccc(Cl)cc1Cl)NC(=O)c1ccc(OC)cc1,-0.1,-16,99,-2,2,-3,0.0,20,-1,-2
Cc1ccc(S(=O)(=O)N2CCCN(S(=O)(=O)c3ccc4ccccc4c3)CC2)cc1,-0.7,-4,84,-15,2,-9,0.7,-6,-10,-1
O=c1c2oc3ccccc3c2ncn1Cc1ccccc1F,0.2,·,100,6,-2,-2,0.3,1,-3,5
CCC/C=N/NC(=O)c1ccc(F)cc1,1.5,5,98,2,-1,0,-0.2,2,6,-5
Cc1ccc(S(=O)(=O)N(c2cccc(C)c2)C2CCS(=O)(=O)C2)cc1 (stereo not given),0.6,-4,99,1,2,5,-0.5,-1,-7,1
Cc1ccc(S(=O)(=O)Nc2cc(C(C(=O)OC(C)C)C(=O)C(F)(F)F)c(O)c3ccccc23)c(C)c1 (stereo not given),-0.5,-4,97,-1,3,5,3.2,3,-5,-3
O=C(CCC(=O)c1ccc(F)cc1)Nc1ccccc1Cl,-0.7,-8,95,0,-5,7,0.0,0,-8,-5
CCOc1ccc(/C=C2\SC(=S)N(Nc3ccccc3)C2=O)cc1OC,-1.0,-6,103,-3,0,-59,0.4,-1,-1,-4

# Given with tabs: entries from further up.
structure	hiPSC survival	CaV13 FRET inh	ABCB6 inh 2	Cardio protect	Exocytosis inh	PDI turbidity	aDG glyco act	Glyco luc inh	Vif inh	m5-HT2A agonist
COc1cc(C(O)P(=O)(OCCC(C)C)c2ccc(N(C)C)cc2)cc(OC)c1OC (stereo not given)	-0.3	-4	97	-3	-5	3	-0.1	0	-23	2
COc1ccccc1OCCNC(=O)C(c1ccccc1)c1ccccc1	0.9	1	99	7	-13	-14	0.1	-4	3	1

# The listing picks up with the 5 entries that preceded the break.
SMILES,hiPSC survival,CaV13 FRET inh,ABCB6 inh 2,Cardio protect,Exocytosis inh,PDI turbidity,aDG glyco act,Glyco luc inh,Vif inh,m5-HT2A agonist
CCC/C=N/NC(=O)c1ccc(F)cc1,1.5,5,98,2,-1,0,-0.2,2,6,-5
Cc1ccc(S(=O)(=O)N(c2cccc(C)c2)C2CCS(=O)(=O)C2)cc1 (stereo not given),0.6,-4,99,1,2,5,-0.5,-1,-7,1
Cc1ccc(S(=O)(=O)Nc2cc(C(C(=O)OC(C)C)C(=O)C(F)(F)F)c(O)c3ccccc23)c(C)c1 (stereo not given),-0.5,-4,97,-1,3,5,3.2,3,-5,-3
O=C(CCC(=O)c1ccc(F)cc1)Nc1ccccc1Cl,-0.7,-8,95,0,-5,7,0.0,0,-8,-5
CCOc1ccc(/C=C2\SC(=S)N(Nc3ccccc3)C2=O)cc1OC,-1.0,-6,103,-3,0,-59,0.4,-1,-1,-4
OC(CNCCc1ccc(Cl)cc1Cl)COc1ccccc1 (stereo not given),-0.7,-4,116,-2,13,-14,0.2,0,7,-3
COc1cc(CNc2ccc(O)cc2)cc(Br)c1OCc1ccccc1,-0.6,-16,96,-24,1,9,0.2,57*,-7,-4
Fc1cccc(CCN2CCNC[C@@H]2c2ccccc2)c1,0.4,-10,98,5,8,11,0.4,-2,-2,-1
Cc1noc(C)c1CN1C(=O)NC2(CCCCCCC2)C1=O,0.7,-3,94,-5,1,-3,-0.3,1,21,1
Cc1ccc(S(=O)(=O)C2(C(=O)NCCc3ccccc3)CC2)cc1,0.5,-4,102,8,0,-3,-0.1,-3,1,-1
Cc1cc(NC(=O)c2cncc(Br)c2)ccc1NC(=O)c1cc2ccccc2o1,0.7,·,97,-22,4,-4,-0.1,-10,104*,-2
C/C(=N/NS(=O)(=O)c1cccc([N+](=O)[O-])c1)c1c[nH]c2ccccc12,-0.4,-4,102,0,5,2,0.0,3,0,1
CS(=O)(=O)c1ccc2nnn(OCC(=O)Nc3cccc(C#N)c3)c2c1,-0.3,-4,91,0,-8,-3,0.1,1,1,-6
CCc1cccc(NC(=O)COC(=O)C2CCN(c3ccc(C(F)(F)F)cn3)CC2)c1,-0.1,-5,96,0,0,9,-0.2,1,-12,3
c1ccc(CN2CCC(=NNc3nc4ccccc4[nH]3)CC2)cc1,-0.4,-6,99,6,0,1,-0.3,3,-6,0
Cc1[nH]c2ccccc2c1-c1csc(NC(=O)CN2CCOCC2)n1,0.1,2,100,3,7,2,0.0,5,21,-7
CCOC(=O)C1=C(COC(=O)CCCOc2ccccc2)NC(=O)NC1C (stereo not given),-0.3,-5,98,-3,-4,-10,0.0,2,15,-12
COc1ccc(CNC(N)=O)cc1OC,-1.0,·,95,1,2,3,0.0,0,7,2
Cc1ccc(S(=O)(=O)c2c(N)n(CCN3CCOCC3)c3nc4ccccc4nc23)cc1C,-2.6,·,107,2,4,3,-0.4,-1,·,-3
O=c1[nH][nH]cc1C=Nc1ccccc1O,-0.3,-6,68*,-17,4,14,2.6,-2,1,0
CCC(C)(C)n1nnnc1CN1CCN(c2nc3ccc(C)cc3cc2C#N)CC1,0.0,-3,94,0,2,0,0.1,5,1,-1
CCOC(=O)c1cn2nc(Oc3ccccc3)ccc2n1,0.7,-5,92,-8,-2,-7,1.2,-4,-3,3
Cc1ccc(CCNC(=O)c2cc(S(=O)(=O)N3CCCCC3)c[nH]2)cc1,0.0,-6,98,-10,16,-2,0.2,0,-8,-8
CCN1CCCC1CNS(=O)(=O)c1ccc(C(=O)Nc2ccccc2)cc1 (stereo not given),-0.6,-4,99,4,-3,-1,-0.4,-2,-2,-3
O=c1cnnc(Nc2ccccc2F)[nH]1,-1.1,0,92,-1,-3,-1,-0.2,1,3,6
Cc1cccc(Cn2cc(/C=C/[N+](=O)[O-])c3ccccc32)c1,0.4,-6,108,-11,18,-4,0.6,-7,8,-2
C[C@H](NC(=O)c1ncn2c1C(=O)N[C@@H](C)C2)c1ccccc1,1.5,-6,98,-2,-4,-3,-0.2,-1,9,-1
CC(C)CC(=O)Nc1cccc(NC(=O)c2ccccc2Cl)c1,-1.2,-6,99,-2,0,-12,0.0,-1,-2,-2
CC(=O)c1ccc(NC(=O)Cc2cccs2)cc1,-0.2,0,99,-3,-4,-22,-0.2,-1,2,4
COc1ccc(Cc2nn3c(-c4ccccc4Br)nnc3s2)cc1,-1.5,·,101,-7,1,-4,0.0,-10,-3,-9
O=C(COC(=O)/C=C/c1ccc([N+](=O)[O-])cc1)NCc1ccc2c(c1)OCO2,-0.8,-2,97,15,-6,-1,0.0,-2,·,12
CC(Oc1ccc2ccc(=O)oc2c1)C(=O)NCCCn1ccnc1 (stereo not given),0.0,-2,99,6,-4,-10,-0.2,2,3,4
COc1ccc(S(=O)(=O)NNC(=O)C2CC(c3cccnc3)=NO2)cc1 (stereo not given),-1.3,-3,90,3,2,-9,-0.1,2,18,2
COc1ccc(OC)c(S(=O)(=O)N2CCN(C(=O)c3ccco3)CC2)c1,1.6,-6,98,0,-2,-3,0.2,1,3,1

# Some of these compounds in order of count of non-hydrogen atoms, falling.
SMILES,hiPSC survival,CaV13 FRET inh,ABCB6 inh 2,Cardio protect,Exocytosis inh,PDI turbidity,aDG glyco act,Glyco luc inh,Vif inh,m5-HT2A agonist
COc1ccc(S(=O)(=O)NNC(=O)C2CC(c3cccnc3)=NO2)cc1 (stereo not given),-1.3,-3,90,3,2,-9,-0.1,2,18,2
Cc1noc(C)c1CN1C(=O)NC2(CCCCCCC2)C1=O,0.7,-3,94,-5,1,-3,-0.3,1,21,1
CC(=O)c1ccc(NC(=O)Cc2cccs2)cc1,-0.2,0,99,-3,-4,-22,-0.2,-1,2,4
